MsrA inh = inhibitors of bovine MsrA; purified bovine MsrA, absorbance read-out; inhibition, % at 15.5 µM; hit rate 0.75% among 360,000; AID 651718; in the data active means inhibition above about 4.5%;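 further: 0% = vehicle wells with enzyme and 100% = reference inhibitor wells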
SKN-1 block = blocks SKN-1 activity in C. elegans; C. elegans VP596 Pgst-4::GFP/RFP ratio, acrylamide-induced, 24 h; inhibition, % at 21.8 µM; hit rate 0.49% among 360,000;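 active means interference check ratio from 0.5 to 1.5 plus GFP to RFP signal ratio inhibition reaching or exceeding a fixed threshold, cut at about 30% in these data, passing the limit was not always enough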; further: some compounds called inactive have numbers as strong as hits
PABP1 MLLE inh = blocks PAM2 peptide binding to the PABP1 MLLE domain; GST-MLLE / FITC-PAM2 fluorescence polarization; inhibition, % at 20 µM; hit rate 0.36% among 360,000; in the data active means inhibition above about 35%, passing the limit was not always enough;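 further: plate controls were DMSO wells with GST-MLLE for no effect and wells lacking GST-MLLE protein for full effect; some results filed as inactive read as strong as hits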
bovine MsrA act = activates bovine MsrA enzyme; purified bovine MsrA, absorbance read-out; activation, % at 10.6 µM; hit rate 0.3% among 360,000; in the data active means activation above about 7.5%;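 further: 0% = vehicle and 100% = reference activator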
Tb MetRS inh = Trypanosoma brucei MetRS inhibition; purified T. brucei MetRS, ATP depletion, Kinase-Glo luminescence; inhibition, % at 11.9 µM; hit rate 0.4% among 360,000; AID 624268;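 active means inhibition above a per-plate cutoff of the control wells' mean inhibition plus 3 SD, cut at about 5.5% in these data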;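 further: 0% = DMSO wells median and 100% = median of wells with control inhibitor compound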
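technique = Kinase-Glo luminescence, ATP depletion format | system = purified MetRS (methionyl-tRNA synthetase) enzyme from Trypanosoma brucei | timing = 15 min preincubation, 2 h reaction, all 25 °C | evaluation = percent inhibition versus plate control medians | dosing = single dose, 11.9 µM final nominal, 0.9% final DMSO | also added = substrates ATP, L-methionine and bulk Escherichia coli tRNA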
FAS-TE inh = FAS thioesterase (human) inhibition | recombinant FAS-TE, OMFH fluorogenic substrate, fluorescence endpoint | inhibition, % at 15 µM | hit rate 0.67% among 360,000 | P49327;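 active means compounds whose normalised, plate-corrected inhibition of enzyme fluorescence in the single-dose primary screen is 50% or more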;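 further: 0% = DMSO with enzyme and 100% = substrate without enzyme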
Target sequence (P49327 whole entry, looked up): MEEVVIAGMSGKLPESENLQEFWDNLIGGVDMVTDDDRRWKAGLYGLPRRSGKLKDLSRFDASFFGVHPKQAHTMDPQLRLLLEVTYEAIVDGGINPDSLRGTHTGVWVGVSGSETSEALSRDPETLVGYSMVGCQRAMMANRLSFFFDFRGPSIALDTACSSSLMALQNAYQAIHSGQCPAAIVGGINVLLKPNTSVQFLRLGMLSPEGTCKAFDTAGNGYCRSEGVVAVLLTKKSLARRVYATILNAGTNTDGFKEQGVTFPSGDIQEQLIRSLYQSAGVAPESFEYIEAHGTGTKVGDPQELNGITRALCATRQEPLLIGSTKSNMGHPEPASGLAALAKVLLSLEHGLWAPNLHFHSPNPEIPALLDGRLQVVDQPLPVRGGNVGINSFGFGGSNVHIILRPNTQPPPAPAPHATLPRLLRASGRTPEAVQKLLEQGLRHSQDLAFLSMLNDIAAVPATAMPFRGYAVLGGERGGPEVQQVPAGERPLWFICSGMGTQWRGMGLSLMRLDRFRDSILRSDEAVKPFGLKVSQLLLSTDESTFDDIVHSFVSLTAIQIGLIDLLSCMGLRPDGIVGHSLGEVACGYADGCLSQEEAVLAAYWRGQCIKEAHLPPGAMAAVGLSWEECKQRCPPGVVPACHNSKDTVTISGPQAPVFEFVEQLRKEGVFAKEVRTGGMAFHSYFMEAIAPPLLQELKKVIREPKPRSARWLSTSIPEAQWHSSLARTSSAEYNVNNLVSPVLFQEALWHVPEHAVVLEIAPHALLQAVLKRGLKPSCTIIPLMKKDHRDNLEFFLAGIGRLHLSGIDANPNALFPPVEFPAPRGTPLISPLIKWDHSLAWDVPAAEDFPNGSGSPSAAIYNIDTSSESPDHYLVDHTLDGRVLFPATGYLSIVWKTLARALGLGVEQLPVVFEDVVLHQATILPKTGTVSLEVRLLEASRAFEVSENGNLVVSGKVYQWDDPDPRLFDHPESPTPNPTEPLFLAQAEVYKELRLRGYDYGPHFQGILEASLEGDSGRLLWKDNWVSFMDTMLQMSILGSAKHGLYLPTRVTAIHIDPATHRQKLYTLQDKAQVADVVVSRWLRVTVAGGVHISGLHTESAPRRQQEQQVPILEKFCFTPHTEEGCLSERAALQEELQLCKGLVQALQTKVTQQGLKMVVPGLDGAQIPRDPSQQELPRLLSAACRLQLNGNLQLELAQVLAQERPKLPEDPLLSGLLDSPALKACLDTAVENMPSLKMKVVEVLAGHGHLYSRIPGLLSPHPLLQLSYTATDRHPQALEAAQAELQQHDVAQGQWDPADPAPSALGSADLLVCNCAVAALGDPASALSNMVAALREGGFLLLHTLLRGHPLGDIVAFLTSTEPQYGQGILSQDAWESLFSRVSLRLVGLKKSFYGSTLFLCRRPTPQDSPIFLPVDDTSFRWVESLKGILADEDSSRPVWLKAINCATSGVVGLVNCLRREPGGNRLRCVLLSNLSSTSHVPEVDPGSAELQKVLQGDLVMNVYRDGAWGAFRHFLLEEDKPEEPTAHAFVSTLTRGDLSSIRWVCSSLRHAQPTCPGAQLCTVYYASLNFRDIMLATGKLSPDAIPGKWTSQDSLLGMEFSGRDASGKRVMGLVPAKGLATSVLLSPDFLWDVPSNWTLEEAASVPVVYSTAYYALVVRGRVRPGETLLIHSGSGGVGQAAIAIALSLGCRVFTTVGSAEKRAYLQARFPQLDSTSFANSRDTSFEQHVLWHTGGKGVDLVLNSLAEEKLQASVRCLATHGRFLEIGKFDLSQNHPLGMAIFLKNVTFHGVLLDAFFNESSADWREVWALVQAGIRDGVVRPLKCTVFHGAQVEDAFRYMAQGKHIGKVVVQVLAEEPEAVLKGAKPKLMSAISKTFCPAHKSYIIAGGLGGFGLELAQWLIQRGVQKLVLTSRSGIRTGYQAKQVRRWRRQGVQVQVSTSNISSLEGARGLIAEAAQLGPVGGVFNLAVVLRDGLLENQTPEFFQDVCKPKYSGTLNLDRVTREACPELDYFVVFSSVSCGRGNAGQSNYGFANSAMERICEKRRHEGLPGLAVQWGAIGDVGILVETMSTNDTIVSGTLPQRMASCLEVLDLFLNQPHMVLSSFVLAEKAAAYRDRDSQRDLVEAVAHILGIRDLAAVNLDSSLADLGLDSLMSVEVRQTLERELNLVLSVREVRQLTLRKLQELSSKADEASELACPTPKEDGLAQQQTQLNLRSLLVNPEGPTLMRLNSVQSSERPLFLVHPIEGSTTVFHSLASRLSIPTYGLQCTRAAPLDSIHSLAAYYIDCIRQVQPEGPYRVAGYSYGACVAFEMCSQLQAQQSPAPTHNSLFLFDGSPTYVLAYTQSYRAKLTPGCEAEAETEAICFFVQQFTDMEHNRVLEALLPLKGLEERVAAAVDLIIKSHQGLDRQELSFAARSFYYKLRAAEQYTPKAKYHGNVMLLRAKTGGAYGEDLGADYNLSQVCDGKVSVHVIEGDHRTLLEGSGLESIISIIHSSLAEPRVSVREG
MT1-MMP act inh = blocks activation of human MT1-MMP | GFP/RFP ratio change, % at 20 µM | HT1080 RFP-PRO-GFP cells, GFP/RFP ratio fluorescence, overnight; percent of plate control window, DMSO zero | hit rate 0.061% among 360,000;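 active means GFP/RFP ratio change of at least 30% with cell ATP level not reduced by more than half and red fluorescence within 50% of control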; further: strong numbers were not always called active
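Assay system – RFP-PRO-GFP reporter HT1080 cells · Compound dosing – single dose of 20 µM compound, 1% DMSO final · Incubation – overnight compound exposure at 37 °C · Measure – GFP/RFP fluorescence ratio · Benchmarks – DMSO wells and RFP-L50D-GFP cells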
eLon inh = E. coli protease La inhibition; P0A9M0; purified E. coli Lon protease, fluorescence polarization; inhibition, % at 7.94 µM; hit rate 0.42% among 360,000; AID 602123; in the data active means inhibition above about 13%, passing the limit was not always enough;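 further: 0% = enzyme with probe and DMSO and 100% = no enzyme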
NRP1-CendR mod = alters CendR peptide binding to human NRP-1; hit rate 0.85% among 360,000; FAM-RPARPAR peptide binding to NRP-1, fluorescence polarization; inhibition, % at 25 µM; O14786; AID 602438;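 active means inhibition or corrected inhibition above about 18%, plus a signal ratio from 0.5 to 1.5, limit read from the data, passing the limit was not always enough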; further: strong numbers were not always called active
Active calls of the source: *; . = not tested or not shown.

SMILES	MsrA inh	SKN-1 block	PABP1 MLLE inh	bovine MsrA act	Tb MetRS inh	FAS-TE inh	MT1-MMP act inh	eLon inh	NRP1-CendR mod
COc1ccc(NC(=O)c2ccc(Br)o2)cc1	0.6	1.9	9.2	-5.9	-0.5	-16.5	3.8	12.7	21.6
CCc1nnc(NC(=O)CSc2nc(-c3ccccc3)cc(-c3ccc(OC)cc3)c2C#N)s1	-0.8	-3.8	5.8	-4.0	0.2	4.5	-11.8	-6.7	-0.8
O=C(c1ccccc1Cl)N(Cc1ccccc1F)N1C(=O)CCCC1=O	-0.6	-0.3	13.2	-4.1	0.2	-4.7	-9.1	-9.6	2.9
CN(C)S(=O)(=O)c1ccc(C(=O)Nc2nnc(SCc3cccc4ccccc34)s2)cc1	0.4	11.9	-5.5	-1.3	-0.6	-3.3	-10.5	-3.4	-7.6
CC(=O)Nc1cccc2c1C(=O)N(c1ccccc1OC(C)=O)C2=O	0.7	0.0	4.3	-0.6	-0.2	-1.6	-0.3	3.0	8.2
O=C(c1[nH]ncc1-c1ccc(Cl)cc1)C1CO1 (centres undefined)	-0.7	9.3	-2.4	-2.2	0.0	-22.0	-2.0	-0.9	6.6
CCCOc1ccc(C(=O)CCC(=O)NNC(=O)c2ccncc2)cc1	0.5	-19.3	1.7	-3.8	0.0	-4.4	-1.8	-0.7	9.3
CCc1nc(SCC(=O)NCCc2ccccc2)c2oc3ccccc3c2n1	0.0	20.8	-0.7	-5.8	-0.2	1.1	-4.2	-9.4	-12.7
Cc1cc(C)c(NC(=O)COC(=O)c2cccc3c2C(=O)c2ccccc2C3=O)c(C)c1	0.9	7.3	8.4	5.6	-0.6	8.5	-7.4	-6.8	-5.2
Cc1[nH]c2ccc(C(=O)NCCCN(C)C3CCCCC3)cc2c1C	0.7	-3.6	14.3	-0.8	-0.3	-3.8	0.7	6.9	6.1
CC(=O)c1ccc(S(=O)(=O)NCCC(=O)OC(C)C(=O)Nc2ccc(F)cc2)cc1 (centres undefined)	-1.1	-8.9	4.2	-1.9	-0.4	0.5	3.2	-4.5	6.6
COc1ccc(N2CCN(C(=O)CCS(=O)(=O)c3ccc4c(c3)CCN4C(=O)C3CC3)CC2)cc1	0.3	-10.4	-2.1	-9.3	-0.8	0.6	6.3	8.0	8.1
Cc1ccc(-n2nnc3c(=O)n(CC(=O)N4CCOCC4)cnc32)cc1	-1.2	3.8	-2.4	-0.8	-0.2	-6.6	-0.2	3.1	2.8
Cc1ccc(N=C2C(=O)Nc3c(C)cccc32)cc1	-0.9	21.8	39.2	-1.4	0.1	0.5	-2.0	-10.6	10.5
COc1cc(OC)cc(C(=O)N(Cc2ccco2)c2c(N)n(Cc3ccccc3)c(=O)[nH]c2=O)c1	0.0	-0.6	-24.9	-1.6	-0.3	-5.8	-3.2	-3.8	-9.8
CCC/C=C/c1ccc(CN2C(CC(C)C)C(=O)N(Cc3cn(Cc4ccco4)nn3)CCS2(=O)=O)cc1 (centres undefined)	-0.5	2.2	1.8	1.5	-0.1	14.4	-1.9	-1.9	-5.1
CCCCOc1ccc(C(=O)N=c2sccn2C)cc1OC	2.7	18.2	-3.2	-3.5	-0.1	-6.7	2.1	-9.9	-8.0
Cc1cnc(NC(=O)Cc2ccc(Br)cc2)s1	2.2	-10.6	-4.8	-3.6	-0.1	-4.3	-4.3	1.4	6.9
CCCn1c(=N)n(CCOc2ccc(OC)cc2)c2ccccc21	0.0	12.7	2.3	-0.7	-0.2	-4.1	-3.0	-2.1	6.5
COc1cc(NC(=O)COC(=O)Cn2cnc3c2c(=O)n(C)c(=O)n3C)cc(OC)c1	-0.8	-6.0	-4.6	-1.9	0.2	-5.5	-1.8	-8.9	2.9

Taken from above, three compounds:
SMILES	MsrA inh	SKN-1 block	PABP1 MLLE inh	bovine MsrA act	Tb MetRS inh	FAS-TE inh	MT1-MMP act inh	eLon inh	NRP1-CendR mod
COc1ccc(NC(=O)c2ccc(Br)o2)cc1	0.6	1.9	9.2	-5.9	-0.5	-16.5	3.8	12.7	21.6
CCc1nnc(NC(=O)CSc2nc(-c3ccccc3)cc(-c3ccc(OC)cc3)c2C#N)s1	-0.8	-3.8	5.8	-4.0	0.2	4.5	-11.8	-6.7	-0.8
O=C(c1ccccc1Cl)N(Cc1ccccc1F)N1C(=O)CCCC1=O	-0.6	-0.3	13.2	-4.1	0.2	-4.7	-9.1	-9.6	2.9

Other compounds:
SMILES	MsrA inh	SKN-1 block	PABP1 MLLE inh	bovine MsrA act	Tb MetRS inh	FAS-TE inh	MT1-MMP act inh	eLon inh	NRP1-CendR mod
C/C(=N/N=C/c1ccccc1O)c1ccccc1O	-0.2	13.2	-10.1	-1.2	-0.8	1.2	2.3	2.5	-2.9
O=C(CO)N/N=C/c1cccc(Cl)c1Cl	1.0	-4.4	2.8	-3.6	-0.6	-2.2	3.1	-8.9	1.7
CN(C)C(=O)/C(=C/c1cn(-c2ccccc2)nc1-c1cccc([N+](=O)[O-])c1)NC(=O)c1ccccc1	0.3	3.8	-9.2	-5.9	-0.3	2.9	2.1	-8.6	0.4
O=C(O)CC12CC3CC(C1)CC(n1ncc(NCc4ccc(F)cc4Cl)c(Cl)c1=O)(C3)C2	0.2	16.7	9.5	-4.5	-0.1	-24.5	-3.0	-0.4	0.3
CCOC(=O)N1CCN(C(c2ccc(C(C)C)cc2)c2sc3nc(C)nn3c2O)CC1 (centres undefined)	0.8	-1.9	-2.1	-0.6	-0.9	-4.1	4.6	-16.4	-3.4
S=c1[nH]nc(CSCCOc2ccccc2)o1	0.7	-2.8	-104.5	-6.6	-1.3	0.1	5.5	9.3	12.7
CN(C)S(=O)(=O)c1ccc(N)c([N+](=O)[O-])c1	-0.2	-2.1	5.5	-4.5	-0.9	-4.5	-0.7	1.8	2.0
CCC1OC(C2CC2)CC2=C1C(=O)OC(C)(C)O2 (centres undefined)	-1.8	0.1	.	-2.7	-1.1	-6.7	1.9	-3.2	4.7
COC(Cc1n[nH]c(=S)n1-c1ccc(Cl)cc1)OC	-0.1	6.1	-11.1	-0.1	-0.4	-7.1	3.4	1.6	-0.6
CC(=O)N1CC(C)Sc2ccc(S(=O)(=O)NC3CCCCC3C)cc21 (centres undefined)	-1.0	10.7	4.0	0.9	0.1	4.1	-0.3	-1.0	20.7*
C/C(=N\O)c1c(O)cc(-c2ccccc2)n(-c2ccccc2)c1=O	1.2	0.9	-6.5	-2.0	-0.3	-6.1	-0.7	-9.7	1.3
COc1ccc(-c2cc(=O)c3ccccc3n2C)cc1	3.8	8.0	-21.3	-2.7	0.1	-5.7	3.7	-4.9	-6.9
N#Cc1ccc(OCCOCCNC2CCCC2)cc1	-0.1	-4.0	13.4	-6.4	-1.2	-1.4	1.0	-0.1	1.0
O=C(NC1=NCCS1)c1ccc(Cl)cc1	-0.3	-8.8	-1.0	-3.4	-0.1	-1.6	4.5	-2.7	14.6
O=C1NN=C(c2ccccc2)CC1c1ccc(Cl)cc1Cl (centres undefined)	0.2	-8.3	-4.7	-9.3	-1.0	5.2	-0.5	4.7	-27.4
Cc1ccc(S(=O)(=O)Nc2ccc3cn[nH]c3c2)cc1C	-0.5	-16.2	12.2	-11.8	-0.1	-0.4	-5.5	-1.9	-8.2
CCCCn1c(=N)n(CC(O)COc2ccccc2)c2ccccc21 (centres undefined)	0.8	1.7	-6.5	0.2	-0.7	-7.7	-1.7	-1.2	-2.6
CCN1CCN(S(=O)(=O)c2ccc(Cl)c(C(=O)Nc3cc(Cl)ccc3N3CCOCC3)c2)CC1	1.2	-6.1	-110.0	-6.2	-0.2	9.7	0.9	-4.7	0.3
Cc1ccc(NC(=O)CSC(C)C(=O)OCC(=O)N2CCN(C(=O)c3ccco3)CC2)cc1 (centres undefined)	-0.1	2.7	-3.4	-3.5	-0.2	-6.5	0.8	-1.2	0.1
CCC1Oc2ccc(C)cc2N(CC(=O)N(Cc2cccnc2)Cc2cccc(F)c2)C1=O (centres undefined)	-0.6	8.2	-18.4	-1.8	-0.2	10.6	-8.0	-2.5	2.9
CC(NS(=O)(=O)c1ccccc1)c1n[nH]c(=S)n1-c1ccccc1 (centres undefined)	-0.1	-7.1	-18.9	-0.6	-0.3	-4.0	0.9	-1.8	-4.4
O=c1c2[nH]cnc2n(-c2cccc(Br)c2)c(=O)n1Cc1ccccc1	-1.2	-11.2	3.7	-12.3	-2.3	-0.4	-5.6	-13.6	5.0
Cc1ccccc1CNC(=O)Cn1ccc2cc(S(=O)(=O)N3CCCCCC3)ccc21	0.0	-5.0	-5.9	-3.6	0.6	10.9	3.9	3.8	3.8
COc1ccccc1NC(=O)C(C)N(C)CC(=O)Nc1cccc2ccccc12 (centres undefined)	-1.1	1.2	6.3	-2.2	0.0	-2.5	-2.2	-4.2	3.1
Cc1ccc(C)c(-n2ccnc2SCC(=O)c2c(N)n(C3CC3)c(=O)[nH]c2=O)c1	0.9	-4.9	-83.2	-5.4	-0.4	-3.9	-6.7	-2.9	13.9
CN(CC(=O)Nc1ccccc1Cl)C(=O)COC(=O)c1ccc([N+](=O)[O-])cc1Cl	-0.8	13.5	-2.8	-0.5	0.3	9.5	-1.2	0.2	2.2
COc1ccc(C(=O)OC/C(O)=C(\C#N)c2nc3ccccc3[nH]2)cc1S(=O)(=O)N1CCOCC1	1.2	-3.5	-64.7	-0.6	0.0	-4.1	5.1	-0.5	-19.0
CN1/C(=C\C=N\NC(=O)c2ccccc2Br)C(C)(C)c2ccccc21	1.9	10.5	1.3	-1.3	-0.9	-20.0	10.3	-6.9	2.3
FC(F)(F)c1ccc(NCc2ccccn2)nc1	0.1	-0.4	-2.6	-7.0	-1.4	-4.1	4.8	4.3	3.6
N#Cc1ccc(NC(=O)Nc2cccc(C#N)c2)cc1	0.8	4.6	0.7	-3.1	0.1	9.3	-0.9	3.8	16.9
COc1ccc(CCC(=O)NCc2cn3ccccc3n2)cc1	-0.6	-2.7	0.0	-3.4	0.5	-2.8	-2.1	3.1	-5.1
Cc1[nH]c2ccccc2c1C(=O)COC(=O)c1c(-c2c(F)cccc2Cl)noc1C	-0.2	2.0	-13.4	-0.1	0.0	22.4	0.3	-11.8	-7.3
CCCCOC(=O)C1[C@H]2C(=O)N(Cc3cccs3)C[C@]23C=C[C@H]1O3 (some centres undefined)	-0.6	7.9	13.8	2.0	-0.2	-5.7	4.3	-0.3	-17.6
COc1cccc(-n2nnnc2SCC(=O)Nc2nc3c(s2)CCCC3)c1	0.1	1.2	3.4	-3.0	-0.3	-36.0	9.1	-4.7	-13.0
C=CCOc1cccc(C2C(C(=O)c3ccc(C)o3)=C(O)C(=O)N2CCN2CCOCC2)c1 (centres undefined)	3.3	11.9	-5.4	-5.9	-0.6	-5.4	-2.1	-9.9	4.9
O=c1c([N+](=O)[O-])c(N2CCOCC2)c2ccccc2n1-c1ccccc1	1.6	5.6	3.7	-7.0	-1.0	-4.2	-1.0	-7.9	7.6
O=C(N1CCCC1)C12CC3CC(C1)CC(C(=O)N1CCCC1)(C3)C2	-0.7	5.4	5.0	-2.6	-0.5	-5.3	2.0	0.2	-7.1
CC1(C(=O)Nc2ccc3c(c2)OCCO3)CCN1C(=O)c1ccccc1CCc1ccccc1 (centres undefined)	0.5	4.1	9.1	0.0	0.7	26.0	-0.4	-1.1	-8.6
CCOC(=O)c1c(C)nc2c(c(SC)nn2-c2ccccc2)c1N	-0.7	-16.8	4.9	-8.9	-1.9	22.3	-2.8	2.8	-2.6

Screening data: PubChem, several laboratories
